Compound activity from PubChem.
PLK1 PBD block = qHTS for Inhibitors of PLK1-PDB (polo-like kinase 1 - polo-box domain): Primary Screen | Plk1 PBD binding of FITC phosphopeptide, fluorescence polarization | Potency, µM, for the others: max response, negative = inhibition, usual class: inhibitors | 360,000 tested, 2.8% active | AID 720504, 2013; further: potency means the concentration at half of the fitted maximal effect; series mostly up to about 57 µM; on the % scale 0 is the no-effect control and ±100 the full control effect; nearly all actives have a fitted effect of over 65% in size
IL-2 act = qHTS of IL-2 Activators; IL-2 activation reporter assay, cell-based qHTS; stimulated with anti-CD3/CD4/CD28 beads; in transgenic mouse T cells; activation, % (series mostly up to about 46 µM); 360,000 tested, 0.065% active; AID 652025, 2013; in the data active means activation above about 50%; inconclusive means mostly about 30% to 49%; further: 0% is about no effect
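Quantitative HTS in unstimulated transgenic mouse T cells, with memory T cells as non-tolerant control and PMA/ionomycin as tolerance-bypass control. Compound pretreatment lasted 60 minutes before 18 h bead stimulation; EGFP/DsRed fluorescence read.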
GLP-1R agonist = qHTS of GLP-1 Receptor Agonists; HEK293 GLP-1R CRE-luciferase, luminescence, 4-6 h; cells express a hypersensitive GLP-1R form; 380,000 tested, 0.007% active; Glucagon-like peptide 1 receptor (Homo sapiens), P43220; Potency, µM (top dose mostly 45.6 µM), inactives show at the highest dose activation, actives largely listed as activators; AID 624172, 2012; further: potency means the concentration at half of the fitted maximal effect; % of control where 0% means no effect
WRN inhibitor = qHTS for Inhibitors of WRN Helicase | Bifunctional 3'-5' exonuclease/ATP-dependent helicase WRN (Homo sapiens), Q14191 | WRN helicase unwinding, fluorescent forked duplex, kinetic | Potency, µM (doses to about 114 µM), without a hit: at the top dose activity change, negative = inhibition, actives largely listed as inhibitors | 360,000 tested, 0.46% active; further: potency means the concentration at half of the fitted maximal effect; on the % scale 0 is the no-effect control and ±100 the full control effect; nearly all actives have a fitted effect of over 55% in size
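Kinetic red-fluorescence monitoring (525/598 nm) tracks WRN helicase activity after 100 nM fluorophore-quencher forked duplex and 2 mM ATP are added to 20 nM enzyme pretreated 15 min at room temperature with compound.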
PI5P4K alpha inh = qHTS for Inhibitors of phosphatidylinositol 5-phosphate 4-kinase (PI5P4K). PI5P4Kalpha enzyme, ADP-Glo luminescence, 60 min; stronger effect = lower value. max response, %. 330,000 tested, 1.2% active; active means max response of -50% or lower; inconclusive means between -30% and -50%; inactive means -30% or higher; further: value at the top dose of about 77 µM; on the % scale 0 is the no-effect control and ±100 the full control effect
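ADP-Glo luminescence end-point after a 60 min room-temperature kinase reaction. PI5P4Kalpha and substrate in HEPES pH 7.4 buffer with EGTA, 0.1% CHAPS and 5% DMSO; ATP at 5 microM final.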
GLP1R cytotox = qHTS of GLP-1 Receptor Inverse Agonists: Cytotox Screen | HEK293 cAMP-luciferase reporter cells, luminescence, 24 h | AID 624418, 2012 | Potency, µM (series often up to 38.3 µM), without a hit: top-dose activity change, negative = inhibition, most hits filed as inhibitors | 410,000 tested, 0.13% active;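 further: loss of luciferase light is scored as toxicity; potency means the concentration at half of the fitted maximal effect; on the % scale 0 is the no-effect control and ±100 the full control effect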
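MLSMR compounds, 24 hr on cells at 37 deg C/5% CO2; luminescence after luciferase reagent (12 min RT). Inhibition counted as the undesired cytotoxic outcome.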
DRD3 agonist = qHTS of D3 Dopamine Receptor Agonist: qHTS; D(3) dopamine receptor (Homo sapiens), P35462; AID 652048, 2013; 410,000 tested, 0.58% active; max activation, %; D3R DiscoveRx beta-arrestin cells, luminescence, 90 min; in the data active means max activation above about 30%; further: 0% is about no effect; mostly tested at two doses, the higher about 12 µM
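Cells at 1500/well, incubated overnight, then treated with pinned compounds (dopamine as control) for 90 min at 37 degrees C. DiscoveRx reagent added for 30 - 60 minutes at room temperature; luminescence read.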
GLP1R inv ag = qHTS of GLP-1 Receptor Inverse Agonists (Inhibition Mode) | HEK293 GLP-1R CRE-luciferase, luminescence, 24 h; GLP-1R form is constitutively active | Potency, µM (doses to about 38.3 µM), for inactives: at the highest dose activity change, negative = inhibition, most hits filed as inhibitors | 410,000 tested, 1.6% active | AID 624417, 2012; further: potency means the concentration at half of the fitted maximal effect; on the % scale 0 is the no-effect control and ±100 the full control effect; nearly all actives have a fitted effect of over 55% in size
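GLP-1R inverse agonism mode: basal reporter luminescence in engineered HEK293 cells measured after one day of compound exposure at 37 deg C, with a 12 min room-temperature detection step.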
DRD3 antagonist = qHTS of D3 Dopamine Receptor Antagonist: qHTS | D(3) dopamine receptor (Homo sapiens), P35462 | 360,000 tested, 2.5% active | max response, negative = inhibition, % | D3R cells, DiscoveRx beta-arrestin luminescence, antagonist mode; stronger effect = lower value; in the data active means max response below about -50%; inconclusive means no clear call, values can overlap the other calls; further: on the % scale 0 is the no-effect control and ±100 the full control effect; mostly tested at two doses, the higher about 12 µM
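Cells plated overnight at 1500 cells/well, then exposed to library compounds with dopamine controls for 90 minutes at 37 degrees C. DiscoveRx reagent added for 30–60 minutes at room temperature; luminescence read, quantitative HTS format.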
Active calls of the source: *; ? = inconclusive; / = not tested or not shown; [ ] = another dose, or the depositor's remark. Unless noted, the call rests on the fitted dose curve; in most records, active means well fitted curve in the direction sought with a large enough effect; inconclusive means small, poorly fitted or top-dose-only effect, or another doubt; inactive means no such curve, though single readings can be large; an effect the other way counts as inactive or inconclusive. This is a random part of the collection (roughly 7.8% active in at least one column).

Compound	PLK1 PBD block	IL-2 act	GLP-1R agonist	WRN inhibitor	PI5P4K alpha inh	GLP1R cytotox	DRD3 agonist	GLP1R inv ag	DRD3 antagonist
O=S(=O)(c1ccc(Cl)cc1)N1CCN(c2ncccn2)CC1	1%	-4.4	-1%	8%	1	16%	-1	25%	1
CCOc1ccc(CCNC(=O)COC(=O)C2CCN(S(=O)(=O)c3ccccc3)CC2)cc1OCC	-7%	-3.5	1%	1%	4	18%	2	3%	-11
C1CCCCCC(=NNc2nn[nH]n2)CCCCC1	-7%	0.8	0%	-7%	-7	-4%	5	3%	2
CSCCC(=O)N1CCN(CC(=O)N2CCCC2)CC1	-14%	3.5	8%	5%	-1	0%	-3	19%	-15
O=C(Nc1cccc(N2C(=O)C3CCCCC3C2=O)c1)c1ccccc1 (centres undefined)	-5%	-2.2	8%	-2%	-1	3%	1	1%	-4
CCn1c(/C=C/c2c(C)n(CC)c3ccccc23)nc2ccccc2c1=O	-3%	26	-4%	4%	0	18%	35*	13%	57
O=C(NCc1ccco1)c1ccc(-c2ccc3nccn3c2)cc1	-12%	-0.1	-6%	-26%	-20	1%	-8	-10%	-18
COc1ccc(-n2c(=O)c3c4c(sc3n(CC(=O)NCc3ccco3)c2=O)CCC4)c(OC)c1	-3%	-0.5	-7%	-6%	/	-1%	-6	3%	4
O=C(Nc1cc(S(=O)(=O)N2CCOCC2)ccc1N1CCCCC1)c1cc(-c2ccccn2)nc2ccccc12	4.2µM*	-3.8	4%	-27%	?	-3%	8	19%	19
CCCS(=O)(=O)N1CCCC(C(=O)Nc2ccc3c(c2)CCC3)C1 (centres undefined)	1%	-6.7	-4%	-21%	-2	11%	4	-41%	14
COc1cccc(-n2c(-c3ccccc3F)nc3c(cnn3-c3ccc(C)cc3)c2=O)c1	/	/	1%	/	/	3%	-15	?	/
C=CCN(Cc1nc(-c2ccccc2)no1)C(=O)c1ccc2c(c1)OCO2	-7%	0.1	29%	11%	4	-3%	7	?	19
COc1ccccc1-c1noc2c1C(=O)NCC2	0%	0.4	-1%	3%	-1	1%	2	3%	-1
O=C(Cc1c(F)cccc1Cl)Nc1ccccc1C(=O)N1CCCCC1	-4%	1.7	-2%	-9%	-5	10%	1	0%	-14
CCc1cccc(NC(=O)c2snc3c(=O)[nH]cnc23)c1	0%	0.9	-1%	-13%	-2	-2%	0	76%[activator]	11
O=C(CSc1nnc(C2CC2)n1-c1ccccc1)N1CCNC1=O	-4%	0.9	-7%	8%	-9	3%	3	3%	-6
Cc1c(NC(=S)N2CCN(c3ccc(F)cc3)CC2)c(=O)n(-c2ccccc2)n1C	1%	0.5	-4%	-1%	8	2%	1	-14%	4
Cc1c(C)c(C)c(S(=O)(=O)NCCc2ccncc2)c(C)c1C	-2%	-4.8	3%	-8%	4	20%	12	19%	9
O=C(NC1CC1)C1=C[C@H](c2ccc(C(F)(F)F)cc2)C[C@H](OCc2ccc(CO)cc2)O1	-9%	-0.4	-4%	14%	-10	-7%	-1	?	19
CN(C)c1nc(Cl)nc(N(C#N)CCOc2ccccc2)n1	-11%	-3.3	-5%	-20%	1	-22%	5	21%	7
NC1=NCC(O)=C1c1nc2ccccc2[nH]1	12%	-0.7	1%	-7%	-5	-2%[7.66 µM]	3	-1%[7.66 µM]	7
CN(c1cc(=O)n2ccccc2n1)C1CCCCC1	-17%	1.7	25%	-8%	6	18%	-5	32%[activator]	0
Cc1cc(C)nc(SCC(=O)OCC(=O)Nc2nc3ccccc3s2)n1	-22%	-3.6	1%	-16%	-17	0%	-10	22%	-10
Cc1c(Cl)cccc1NC(=O)CCCCCN1C(=O)CCC1=O	-7%	0.6	-2%	-19%	0	14%	-5	4%	-5
Nc1nc2ccc([N+](=O)[O-])cc2[nH]1	-4%	-3.2	-4%	-3%	-13	-4%	-4	0%	-26
O=C(CSCCO)Nc1ccc([N+](=O)[O-])cc1	-12%	-0.2	1%	-21%	6	1%	-2	2%	3
Cc1cc(C(=O)N2CC=C(c3ccccc3)CC2)c2ccccc2n1	-8%	-1.3	11%	-8%	-1	-14%	-5	-39%	7
O=S(=O)(NC1CCCC1)c1ccccc1Cl	-10%	-2.6	2%	1%	0	1%	-4	-7%	-18
Cc1cnc(NC(=O)CC(C)c2ccccc2)s1 (centres undefined)	-7%	-0.4	13%	6%	-5	-27%	-7	?	-8
O=C(Nc1ccc(F)cc1)Nc1ccc(NC(=O)c2ccccc2O)cc1	-3%	0.6	0%	-18%	4	-9%	-23	?	-22
Cc1ccc(CCNC(=O)CC2Oc3ccc(C)cc3NC2=O)cc1 (centres undefined)	-19%	-2.5	19%	2%	7	18%	-1	-10%	-10
CC1(OCON)CCCc2ccccc21 (centres undefined)	-14%	-0.4	-6%	8%	2	-5%	-4	5%	-17
Cc1ccccc1N/C(=N/S(=O)(=O)c1cc(F)ccc1F)c1ccccc1	-10%	-0.3	11%	5%	1	-10%	4	?	-5
Cc1cccc(C#N)c1NC1=CC(=O)CC(C)(C)C1	-8%	-2.5	5%	21%	-8	10%	-4	8%	0
CN1CCN(C(=O)CCn2c(=S)[nH]c3ccccc3c2=O)CC1	-1%	-1.3	-6%	-9%	7	-1%	-1	9%	-1
CC(C)(C)c1nc(SCC(=O)NNC(=O)c2ccccc2)c2ccccc2n1	-7%	-0.1	15%	-2%	6	?	-1	?	-2
O=C(Nc1ccccc1N1CCOCC1)c1cnccn1	-13%	-0.2	6%	-18%	0	-15%	-1	4%	26
O=C(CSc1ncnc2sc(-c3ccccc3)cc12)NC1CCS(=O)(=O)C1 (centres undefined)	4%	0.5	11%	5%	-1	1%	4	6%	9
COC(=O)CSc1nnc(C)n1-c1ccc(C)cc1	-8%	-0.6	-9%	8%	-3	5%	-4	3%	12
CC(C)(C)SCCNC(=O)Nc1ccccc1	0%	2.5	-3%	-1%	1	0%	6	20%	5
COc1ccc(CCNC(=O)c2cc(-c3ccccn3)nc3ccccc23)cc1	-12%	1.4	17%	1%	-1	-29%	1	-18%	5
Cc1cc(CC(C)C)n(-c2nc3ccccc3c(=O)n2OCc2ccccc2)n1	-5%	2.8	1%	2%	0	-15%	-7	7.1µM*	23
COC(=O)NC(NS(=O)(=O)c1ccccc1)(C(=O)OC)C(F)(F)F (centres undefined)	6%	2.8	1%	-5%	1	-3%	7	-4%	14
NC(=O)c1ccc(-n2nnnc2SCC(=O)Nc2ccc(N3CCOCC3)c(Cl)c2)cc1	24µM*	-0.4	0%	9%	-29	-18%	0	19%	8
O=C(C/C=N\OCc1ccc([N+](=O)[O-])cc1)Nc1ccccc1	-13%	-0.9	9%	2%	3	9%	-14	-11%	-1
CCOc1ccc(S(=O)(=O)N(C)CC(=O)NC2CC2)cc1	0%	-2.1	-2%	0%	0	-17%	-15	11%	-6
CC(C)(O)CC[C@@H](O)[C@](C)(O)C1CC[C@@]2(O)C3=CC(=O)[C@]4(O)C[C@@H](O)[C@@H](O)C[C@]4(C)C3CC[C@]12C (some centres undefined)	5%	-0.1	-2%	-17%	7	11%	1	18%	10
COc1ccc(S(=O)(=O)n2c(C)nc3ccccc32)cc1C	-4%	-2.7	-1%	-4%	6	2%	2	13%	3
CCOC(=O)/C=C(C)\C=C\c1c[nH]c2ccccc12	-11%	1.8	8%	?	3	3%	-8	?	?
COc1cccc(CN2CC(C(=O)NCCc3ccccc3C(F)(F)F)CCC2=O)c1 (centres undefined)	-7%	-1.0	6%	3%	-2	-11%	-4	-31%	7

(continued)
Compound	PLK1 PBD block	IL-2 act	GLP-1R agonist	WRN inhibitor	PI5P4K alpha inh	GLP1R cytotox	DRD3 agonist	GLP1R inv ag	DRD3 antagonist
CCCCCCSc1ccc([C@H]2N[C@@](C)(C(=O)OC)[C@H]3C(=O)N(CC)C(=O)[C@@H]23)cc1	-1%	-4.4	25%	-1%	20	0%	-5	10µM*	?
C/C(=N\NC(=O)c1ccc(Cl)c(Cl)c1)c1ccc(Br)s1	4%	3.0	-11%	-31%[57.1 µM]	-3	13%[1.53 µM]	-6	14%	-2
CC(C)NC(=O)NC1C2CC3CC(C2)CC1C3 (centres undefined)	0%	0.3	3%	7%	-2	3%	7	-5%	0
CN(C)CCC1Sc2ccccc2Oc2ccccc21 (centres undefined)	-4%	-2.7	10%	7%	1	?	0	?	-64*

3 compounds out of the list, ordered by heavy-atom count, lowest first.
Compound	PLK1 PBD block	IL-2 act	GLP-1R agonist	WRN inhibitor	PI5P4K alpha inh	GLP1R cytotox	DRD3 agonist	GLP1R inv ag	DRD3 antagonist
CCOC(=O)/C=C(C)\C=C\c1c[nH]c2ccccc12	-11%	1.8	8%	?	3	3%	-8	?	?
CN(C)CCC1Sc2ccccc2Oc2ccccc21 (centres undefined)	-4%	-2.7	10%	7%	1	?	0	?	-64*
COc1cccc(CN2CC(C(=O)NCCc3ccccc3C(F)(F)F)CCC2=O)c1 (centres undefined)	-7%	-1.0	6%	3%	-2	-11%	-4	-31%	7
